PP1 counter: PP1-alpha phosphatase inhibitors, primary screen, counter-screen for PP5 inhibitor project, biochemical, fluorescence, OMFP substrate, single point | purified PP1alpha | inhibition, % at 6.7 µM | 320,000 compounds, 0.9% hits;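 active = inhibition above the mean inhibition of all tested compounds plus 3 SD, computed separately for each screening campaign, cut at about 15% in these data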
Target sequence (P62136 whole entry, looked up): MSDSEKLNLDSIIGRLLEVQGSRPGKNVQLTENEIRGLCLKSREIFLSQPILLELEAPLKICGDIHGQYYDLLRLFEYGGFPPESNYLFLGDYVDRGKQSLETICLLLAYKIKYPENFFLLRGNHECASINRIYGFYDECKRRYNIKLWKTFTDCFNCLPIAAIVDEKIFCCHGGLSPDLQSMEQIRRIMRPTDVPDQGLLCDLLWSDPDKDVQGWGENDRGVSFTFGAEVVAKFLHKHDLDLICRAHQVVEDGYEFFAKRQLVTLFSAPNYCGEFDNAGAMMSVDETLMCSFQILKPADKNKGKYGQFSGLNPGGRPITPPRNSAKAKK
TPT1 inhibitor: Candida albicans TPT1 enzyme inhibitors, primary screen, biochemical, fluorescence polarization; inhibition, % at 5 µM; recombinant caTPT1, FP RNA substrate dephosphorylation; tRNA 2'-phosphotransferase TPT1 (Candida albicans SC5314); 300,000 compounds, 0.81% hits;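 active = inhibition above the mean of all tested compounds plus 3 SD, set per screening campaign, cut at about 24% in these data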;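 note: plate controls were DMSO alone for no effect and ferristatin control at 100 nM for full effect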
core dimer inh: inhibitors of HCV core protein dimerization, primary screen, biochemical, TR-FRET, high-throughput; 300,000 compounds, 0.33% hits; inhibition, % at 5 µM; AID 1899, 2009; TR-FRET GST/Flag-core106 dimerization, 1536-well;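 active = inhibition above the mean of all tested compounds plus 3 SD, set per screening campaign, cut at about 45% in these data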
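System: GST-tagged and Flag-tagged HCV core protein residues 1-106 / Input: core106 proteins, GST 13.5 nM and Flag 17 nM / Buffer or medium: KF-containing HEPES buffer, pH 7.45, DTT, CHAPS, BSA / Probe or stimulus: Eu-anti-GST and XL665-anti-Flag labelled anti-tag antibodies / Schedule: 4 h, 22.5 °C incubation / Technique: TR-FRET 671 and 617 nm emission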
ZTA DNA inh: counter-screen for EBNA-1 inhibitors: inhibitors of Epstein-Barr virus ZTA. inhibition, % at 11 µM. ZTA-DNA binding, fluorescence polarization. AID 2234. 320,000 compounds, 0.15% hits. P03206; in the data active = inhibition above about 33%
Target sequence (P03206 whole entry, looked up): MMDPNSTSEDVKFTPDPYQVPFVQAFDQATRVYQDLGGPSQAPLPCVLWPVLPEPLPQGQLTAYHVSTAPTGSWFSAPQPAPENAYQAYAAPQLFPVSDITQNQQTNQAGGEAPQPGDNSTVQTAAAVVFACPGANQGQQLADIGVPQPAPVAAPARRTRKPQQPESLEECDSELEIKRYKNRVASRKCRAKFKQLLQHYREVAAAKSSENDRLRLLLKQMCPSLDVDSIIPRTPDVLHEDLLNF
PP5 inh: PP5 phosphatase inhibitors, primary screen, biochemical, fluorescence; AID 1987, 2009; 320,000 compounds, 0.18% hits; inhibition, % at 6.7 µM; purified PP5c, OMFP substrate fluorescence;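 active = inhibition above the campaign's mean inhibition across all tested compounds plus 3 SD, cut at about 9.5% in these data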;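 note: 0% = DMSO only and 100% = 100 µM cantharidin control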
Target sequence (P53041 whole entry, looked up): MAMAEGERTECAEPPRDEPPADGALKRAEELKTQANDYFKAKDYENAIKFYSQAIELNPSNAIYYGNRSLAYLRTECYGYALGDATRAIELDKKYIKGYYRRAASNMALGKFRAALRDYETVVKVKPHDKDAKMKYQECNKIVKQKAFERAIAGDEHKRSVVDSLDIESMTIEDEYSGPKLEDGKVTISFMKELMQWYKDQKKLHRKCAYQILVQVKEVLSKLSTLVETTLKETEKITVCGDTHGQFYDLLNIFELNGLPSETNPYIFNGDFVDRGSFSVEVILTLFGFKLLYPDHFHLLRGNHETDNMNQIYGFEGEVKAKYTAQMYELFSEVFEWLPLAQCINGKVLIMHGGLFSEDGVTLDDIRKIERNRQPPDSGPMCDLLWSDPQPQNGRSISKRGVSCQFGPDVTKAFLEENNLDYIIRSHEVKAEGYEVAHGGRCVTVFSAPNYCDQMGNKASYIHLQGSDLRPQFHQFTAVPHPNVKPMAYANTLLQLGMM
Efflux pump mplx: inhibitors of Candida efflux pumps in yeast, primary screen, S. cerevisiae, Nile Red, multiplex | inhibition, % at 10 µM | 330,000 compounds, 0.44% hits | S. cerevisiae Candida pump triplex;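 active = plate passing quality check with inhibition over a set limit, or well fluorescence over plate mean plus 4 SD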;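 note: Nile Red retained in pooled yeast measured as flow cytometry median fluorescence; 0% = buffer negative control and 100% = Enniatin B positive control; higher means more Nile Red kept so more efflux inhibition; some compounds called inactive have numbers as strong as hits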
PREPL inh: PREPL enzyme inhibitors, primary screen, biochemical, fluorescence polarization | recombinant PREPL, fluorescence polarization activity-based probe | inhibition, % at 5.96 µM | 320,000 compounds, 0.68% hits | AID 2751, 2010; in the data active = inhibition above about 43%;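 note: 0% = enzyme with DMSO and 100% = wells lacking enzyme; many of its hits are not listed in these tables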
Fh CTSL1 inh: Fasciola hepatica cathepsin L1 inhibitors, primary screen, counter-screen for PFM18AAP inhibitor project, biochemical, QFRET, fluorogenic peptide substrate; 300,000 compounds, 0.49% hits; AID 1906, 2009; recombinant F. hepatica cathepsin L1, Z-Leu-Arg-MCA fluorescence; inhibition, % at 5.96 µM;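 active = inhibition above the mean of all tested compounds plus 3 SD, set per screening campaign, cut at about 17% in these data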;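 note: 0% = plate median of test compound wells and 100% = 1 µM Z-Phe-Ala-diazomethylketone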
EBNA-1 inhibitor: EBNA-1 DNA-binding inhibitors, primary screen, biochemical, fluorescence polarization; inhibition, % at 14.8 µM; 300,000 compounds, 0.34% hits; in the data active = inhibition above about 28%
Numbers without * were called inactive; . = not tested or not shown.

Under each structure: Fh CTSL1 inh	EBNA-1 inhibitor	PP5 inh	PP1 counter	PREPL inh	core dimer inh	ZTA DNA inh	Efflux pump mplx	TPT1 inhibitor
[1] COC(=O)c1cc2c(ccc3ccccc32)oc1=O
  1.1	0.5	3.5	-7.5	13.9	-2.0	3.4	0.2	0.8
[2] Cc1cccc2cc(CN(Cc3ccco3)C(c3nnnn3CCc3ccccc3)C(C)C)c(=O)[nH]c12 (stereo not drawn)
  5.3	0.0	4.2	15.6*	-9.4	13.2	1.3	0.1	1.7
[3] O=C(c1ccccc1)c1cccn1CC(=O)N1CCN(c2ccc(F)cc2)CC1
  4.0	8.3	-0.6	-1.8	-14.3	2.7	1.6	0.0	-0.2
[4] Cc1ccc(NC(=O)CSc2nc(C)c(Cc3ccccc3)c(=O)[nH]2)cc1C
  2.2	0.4	0.0	5.5	-10.6	12.3	18.9	0.2	-0.2
[5] Cc1ccc(C(=O)OC(C)C(=O)NC(C)CCc2ccccc2)o1 (stereo not drawn)
  .	.	-0.3	-6.2	-0.2	.	-8.8	-0.1	.
[6] CCCOc1ccccc1/C=C1/C(=O)ON=C1C
  -8.5	7.0	1.1	-2.2	0.6	-3.5	16.5	-0.1	1.9
[7] COc1cc2nc(/C=C/c3cc(OC)c(OC)c(OC)c3)sc2cc1SC
  3.8	-5.1	1.8	2.0	15.1	10.1	-6.2	0.1	16.2
[8] N#CC1=C(N)OC(c2ccccc2)=C(C#N)C1c1ccc2c(c1)OCO2 (stereo not drawn)
  3.5	-12.3	3.2	0.3	-1.8	4.7	3.2	-0.1	-1.6
[9] CN(C)C1=NCCN1CCCCc1ccccc1
  -0.3	-0.3	0.6	-1.3	11.6	-5.7	-0.5	-0.2	1.0
[10] CN(c1ccccc1)c1ccc(/C=N/NC(=O)CC#N)cc1
  8.8	-7.2	0.9	2.9	50.3*	0.8	2.3	0.2	2.2
[11] O=c1cnnc(Nc2ccc(Cl)c(C(F)(F)F)c2)[nH]1
  1.7	-3.6	3.9	-0.5	17.2	-4.9	-4.4	0.0	-6.0
[12] O=C(CCN1C(=O)/C(=C/c2cccs2)SC1=S)Nc1ccc(C(=O)O)c(O)c1
  1.7	3.7	-1.6	5.3	19.2	8.1	-4.5	0.0	5.7
[13] Oc1ccccc1N=Nc1nc(-c2ccccc2)c(-c2ccccc2)[nH]1
  2.4	-0.4	7.4	17.4*	15.4	-14.7	-6.0	0.0	45.7*
[14] O=C(NCCCN1CCCCC1)c1ccc2c(c1)NC(=O)C(N1CCOCC1)S2 (stereo not drawn)
  -3.9	-1.1	-3.4	-4.3	-3.4	-6.2	5.3	-0.1	-2.0
[15] Cc1ccc2nc(-c3ccc(NC(=O)CSc4nc(N)cc(=O)[nH]4)cc3)sc2c1
  3.0	7.7	-2.0	15.7*	-13.6	30.4	5.5	0.1	0.0
[16] COc1ccc(-c2csc3ncnc(N4CCN(S(=O)(=O)c5cccc(F)c5)CC4)c23)cc1
  1.3	-3.9	0.6	8.2	-17.9	13.4	2.9	0.3	6.6
[17] O=c1c(-c2ccc3c(c2)OCCO3)coc2cc(OC3OC(CO)C(O)C(O)C3O)ccc12 (stereo not drawn)
  3.3	7.7	1.4	-1.6	-1.4	-6.2	-4.9	-0.1	-3.0
[18] COC(=O)c1c(NC(=O)CSc2nc3nc(C)cc(C)n3n2)sc(C)c1C
  -1.4	0.9	4.6	-3.5	-3.6	3.9	13.4	-0.1	1.2
[19] CC(C)(C)c1nc2ccccc2c(=O)n1N1C(=O)c2ccccc2C1=O
  1.8	8.5	-0.4	0.5	0.4	2.2	5.1	0.0	-3.8
[20] CCn1c(NN)nc2sc3c(c2c1=O)CCC3
  1.4	-10.6	0.6	1.8	0.3	55.1*	-3.5	-0.2	14.0
[21] Cn1c(CC(=O)Nc2ccccc2F)nnc1SCC(=O)NC1CCCCC1
  -0.5	-21.5	0.0	-1.8	15.1	-12.4	0.6	-0.6	2.1
[22] Cc1c(Cl)cccc1NC(=O)COC(=O)CN1C(=O)NC(C)(C)C1=O
  -13.8	6.8	-2.2	0.9	-9.5	-1.2	15.7	-0.1	-0.5
[23] COC(=O)c1[nH]c2ccccc2c1NC(=O)CN1CCN(Cc2ccc3c(c2)OCO3)CC1
  2.2	1.2	1.9	2.3	26.8	5.4	9.6	0.1	-1.8
[24] COc1ccc(OC)c(N(CC(=O)NCc2ccccc2)S(=O)(=O)c2ccc(OC)c(OC)c2)c1
  0.2	-5.1	-0.7	-0.7	20.1	-9.8	-0.9	-0.7	2.9
[25] CCC(C)(C)NC(=O)CN(C(=O)c1snc(C(N)=O)c1N)c1ccc2c(c1)OCCO2
  0.5	5.6	1.7	0.4	-8.0	12.4	-3.0	0.0	-4.2
[26] COc1cccc(-c2noc(CCCC(=O)NC3CCCC3)n2)c1
  -7.0	2.0	2.1	-2.9	2.6	0.7	3.2	0.1	-1.4
[27] Cc1ccc2oc(=O)c3cc(C(=O)NCCCN4CC(C)CC(C)C4)sc3c2c1 (stereo not drawn)
  1.5	-3.3	4.0	7.0	2.1	-0.1	6.3	-0.1	-1.1
[28] COc1cc(OC)c2c(OC)cccc2n1
  -4.0	-8.3	1.9	-1.0	-6.0	0.8	-14.4	0.0	-0.7
[29] COC(=O)c1ccc(CSc2nnc3c(n2)[nH]c2ccccc23)cc1
  -3.2	-5.3	-2.0	-2.4	-2.9	-1.0	-6.7	0.5*	0.8
[30] Cc1ccc(C(O)P(=O)(OC(C)C)c2ccc(N(C)C)cc2)cc1 (stereo not drawn)
  2.8	-6.2	0.3	-1.9	-11.6	-0.7	-4.1	0.2	2.1
[31] Nc1ccccc1SC1CC(=O)N(Cc2ccccc2)C1=O (stereo not drawn)
  0.4	1.9	5.2	-1.8	17.9	-3.3	1.0	-0.3	-2.3
[32] O=c1ccc2cc(S(=O)(=O)Nc3ccccc3F)ccc2o1
  -1.3	-9.0	2.3	1.4	-8.5	-10.7	-7.9	-0.1	-3.7
[33] CCC(C)NC(=O)Nc1ccccc1C (stereo not drawn)
  5.2	3.0	1.4	0.3	3.4	-3.0	13.4	-0.1	2.8
[34] COc1cc(OC)cc(C(=O)Nc2ccc(S(=O)(=O)Nc3cnc4ccccc4n3)cc2)c1
  -0.6	2.4	-0.8	-2.7	-14.5	9.5	4.0	-0.1	-1.9
[35] CCOc1cc(C2C(C(=O)c3ccc(C)cc3)=C(C(=O)OC)Nc3nnnn32)ccc1O (stereo not drawn)
  3.2	1.1	-1.5	-2.4	-0.6	0.3	16.6	0.0	-6.3
[36] Cc1cc(C)n2nc(SC3CCCCN(C(=O)c4ccc(F)cc4)C3=O)nc2n1 (stereo not drawn)
  4.0	8.8	1.9	-2.9	0.6	-0.4	0.6	0.2	-2.1
[37] Cc1nc(NCCc2ccccc2F)c(C#N)c(C)c1[N+](=O)[O-]
  2.5	-9.8	5.1	3.3	12.2	-0.9	-7.0	-0.2	1.4
[38] COc1ccccc1C(=O)NC(CCSC)C(=O)NCc1ccncc1 (stereo not drawn)
  .	.	1.4	-2.2	11.7	.	1.9	0.1	.
[39] COc1ccc(CC(=O)c2ccc(O)cc2O)cc1
  3.1	1.9	2.1	-3.6	7.6	-1.9	19.6	0.1	0.7
[40] CCCCCNCc1cccn1C
  -5.9	9.8	4.4	-3.5	10.3	-2.5	-17.9	-0.1	1.1
[41] CCCN(C(=O)CSc1nc2cc(S(=O)(=O)N(CC)CC)ccc2o1)C1CCS(=O)(=O)C1 (stereo not drawn)
  4.2	-13.5	-1.0	-5.5	-0.2	0.6	-6.1	0.1	-1.7
[42] CC1(C)Cc2c(sc(NC(=O)c3ccc4ncsc4c3)c2C(N)=O)C(C)(C)N1
  2.6	-3.8	3.2	-4.7	0.1	-7.1	13.2	0.1	4.8
[43] Cc1cccn2c(=O)c(/C=C3\SC(=S)NC3=O)c(NCCCN3CCOCC3)nc12
  -1.2	-4.0	5.5	-7.2	5.5	-5.3	-3.5	0.3	120.9*
[44] Cc1ccccc1Cn1c(=O)[nH]c2ccccc21
  7.0	0.5	3.0	2.8	4.3	-3.4	-37.7	0.3	-2.5
[45] Cc1cc(S(=O)(=O)N2CCCOC2CNC(=O)C(=O)NCCCN2CCOCC2)ccc1F (stereo not drawn)
  -1.5	2.5	0.3	-4.5	-5.8	-6.0	1.4	0.0	-1.9
[46] COc1ccc(/C=C\C(=O)NCC(=O)N/N=C/c2ccc(O)cc2O)cc1
  3.3	-10.6	0.1	-1.6	13.8	-0.6	-4.8	0.0	-1.0
[47] COc1cc(/C=C(\C#N)C(=O)N2CCOCC2)ccc1OCc1ccccc1
  1.3	-10.9	2.0	3.0	13.0	3.1	-10.6	0.2	0.8
[48] CC1CCC(NC(=O)C2c3ccccc3C(=O)N2Cc2ccc3c(c2)OCO3)CC1 (stereo not drawn)
  -0.9	2.4	0.7	-2.7	-1.4	1.9	-6.7	-0.3	-2.0
[49] CCOC(=O)c1cc(C)sc1NC(=O)CN1CCN(C(=O)C2CCCO2)CC1 (stereo not drawn)
  -1.1	7.6	1.2	1.0	2.9	7.6	-4.2	-0.1	0.6
[50] CCN(CC)S(=O)(=O)c1ccc2[nH]c(=O)cc(C(=O)Nc3ccc(C)cc3)c2c1
  1.8	3.6	0.8	-0.3	8.3	-1.4	-2.5	-0.1	-1.6
[51] CN(CC(=O)Nc1ccccc1Cl)C(=O)CN1C(=O)NC(c2ccccc2)(c2ccccc2)C1=O
  .	.	1.9	0.9	-0.1	.	-16.1	0.2	.
[52] CC(NC(=O)c1cc2cc(Br)ccc2oc1=N)c1ccccc1 (stereo not drawn)
  0.8	10.9	-1.2	-1.1	-0.2	12.3	-5.2	0.0	-0.2
[53] C#CC[N+]1(CC#Cc2ccc(C#CC[N+]3(CC#C)CCOCC3)cc2)CCOCC1
  -2.4	-0.1	-3.2	-0.2	5.0	3.6	0.5	-0.1	-2.9
[54] COc1ccc2c(c1)Sc1ccccc1N2CCN(C)C
  0.0	0.0	0.4	0.8	32.6	-10.5	-8.7	0.0	1.6
[55] CCc1ccc(N=C2NC(=O)CS2)cc1
  -0.1	5.3	1.8	-0.5	-2.6	10.8	-13.2	0.0	-2.1
[56] CCCOc1ccc2cc(-c3ccccn3)c(=O)oc2c1
  1.4	-1.7	1.8	-1.6	14.7	-0.9	-8.3	-0.1	-6.7
[57] COc1ccccc1CCNC(=O)C(=O)NCC1OCCN1S(=O)(=O)c1cc(F)ccc1F (stereo not drawn)
  -1.4	1.7	-3.6	4.6	-1.9	16.5	-3.9	0.0	0.6
[58] COc1ccccc1Cn1c(=O)c2ccccc2n2c(SCc3csc(C)n3)nnc12
  1.1	-15.6	0.2	1.0	-6.1	6.2	-9.2	-0.1	-2.7
[59] COc1ccccc1N1CCN(/N=C\c2ccc(C)o2)CC1
  -2.1	-1.1	3.7	-0.7	8.7	-5.1	-25.4	0.0	-4.2

Given tab-delimited: part of the list above.
No.	compound	Fh CTSL1 inh	EBNA-1 inhibitor	PP5 inh	PP1 counter	PREPL inh	core dimer inh	ZTA DNA inh	Efflux pump mplx	TPT1 inhibitor
59	COc1ccccc1N1CCN(/N=C\c2ccc(C)o2)CC1	-2.1	-1.1	3.7	-0.7	8.7	-5.1	-25.4	0.0	-4.2
50	CCN(CC)S(=O)(=O)c1ccc2[nH]c(=O)cc(C(=O)Nc3ccc(C)cc3)c2c1	1.8	3.6	0.8	-0.3	8.3	-1.4	-2.5	-0.1	-1.6

Not all compounds are listed; rates above refer to the full screens.
